G6PDH counter – L. mesenteroides G6PDH inhibition counter-screen; Purified L. mesenteroides G6PDH, diaphorase/resazurin coupled fluorescence, 45 min; inhibition, % at 5 µM; 200,000 tested, 0.12% active; AID 1020; in the data active = inhibition above about 50%
TNAP inh hi DEA – inhibitors of human TNAP at high phosphate acceptor concentration. purified TNAP, CDP-star luminescence, 1 M DEA. 200,000 tested, 0.03% active. P05186. inhibition, % at 20 µM;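 active = over 50% inhibition of tissue-nonspecific alkaline phosphatase at 20 µM in the single-dose screen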;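 note: plate controls were DMSO wells for no effect and EDTA-quenched wells as full inhibition for full effect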
Target sequence (P05186 whole entry, looked up): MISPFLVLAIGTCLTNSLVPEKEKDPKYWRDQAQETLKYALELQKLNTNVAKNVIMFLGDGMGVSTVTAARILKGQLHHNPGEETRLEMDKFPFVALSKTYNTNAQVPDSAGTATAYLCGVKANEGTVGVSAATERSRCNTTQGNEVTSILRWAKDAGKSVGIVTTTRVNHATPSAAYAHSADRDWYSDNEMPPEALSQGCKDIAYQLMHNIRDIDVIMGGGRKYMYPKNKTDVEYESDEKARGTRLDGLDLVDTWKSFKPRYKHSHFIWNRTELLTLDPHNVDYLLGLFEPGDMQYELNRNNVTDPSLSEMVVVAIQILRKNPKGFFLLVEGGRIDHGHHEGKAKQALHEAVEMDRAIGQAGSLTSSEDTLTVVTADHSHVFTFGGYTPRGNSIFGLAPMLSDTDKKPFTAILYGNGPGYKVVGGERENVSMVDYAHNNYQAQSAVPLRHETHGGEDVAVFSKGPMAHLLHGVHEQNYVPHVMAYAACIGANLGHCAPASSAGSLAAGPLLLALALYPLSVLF
Efa HMGR inh – inhibitors of class II HMG-CoA reductase from Enterococcus faecalis; purified E. faecalis HMGR, NADPH absorbance 340 nm kinetic; 190,000 tested, 0.41% active; inhibition, % at 10 µM; AID 1066;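 active = inhibition above a set limit, the median over all tested compounds plus 3 SD, cut at about 9.5% in these data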;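 note: enzyme runs in reverse so mevalonate oxidation gives rising NADPH absorbance; 0% = complete reaction with DMSO and 100% = background rate lacking mevalonate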
Diaph act CS – diaphorase activation or chemical reduction counter-screen. Diaphorase/resazurin coupled assay, resorufin fluorescence, 16 min; stronger effect = higher value; 1 = vehicle wells, 0 = NADH-free wells. activation factor at 20 µM. 190,000 tested, 0.005% active;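 active = diaphorase activity raised at least twofold by the compound at 20 µM; inactive = activation factor below 2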
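Assay system: Purified diaphorase enzyme from Clostridium kluyveri | Amount: Enzyme 0.07 U/mL final | Dosing: Compound 20 µM once, DMSO 1% | Timing: 16 min reaction at room temperature | Detection: Fluorescence, excitation 544 nm and emission 590 nm | Evaluation: Higher resorufin formation from activation or reduction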
PMI act hi M6P – PMI (human) activation, high substrate; P34949; coupled PMI enzyme assay, resazurin fluorescence, 20 min; stronger effect = higher value; 1 = untreated enzyme, 0 = substrate-free blank; activation factor at 20 µM; 190,000 tested, 0.34% active; AID 1216;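 active = activation factor of 2 or more at 20 µM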
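Test system: human phosphomannose isomerase with PGI, G6PDH, diaphorase coupling enzymes; amount: 15 ng/mL PMI; incubation: enzyme reaction with compound 20 min at room temperature; technique: resorufin fluorescence (Ex 544/Em 590 nm) from resazurin via diaphorase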
TNAP inh noacc – blocks human TNAP activity with no phosphate acceptor present | P05186 | purified TNAP, CDP-star luminescence, 30 min | inhibition, % at 20 µM | 200,000 tested, 0.26% active | AID 1012;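 active = tissue-nonspecific alkaline phosphatase inhibition above about 50% at 20 µM in the single-dose screen, limit read from the data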;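 note: 0% = DMSO negative control and 100% = EDTA positive control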
Diaph inh CS – counter-screen for diaphorase-based assays: diaphorase inhibitors and chemical oxidizers | AID 1217 | inhibition, % at 20 µM | 190,000 tested, 0.69% active | diaphorase resazurin-to-resorufin fluorescence, NADH, 16 min; bacterial (C. kluyveri) enzyme, not human;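 active = primary screen inhibition at 20 µM above a set limit, cut at about 50% in these data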;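 note: plate controls were DMSO with full reaction for no effect and wells lacking NADH for full effect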
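Assay system – diaphorase enzyme from Clostridium kluyveri · Amount – diaphorase 0.14 U/mL (working solution) · Times – reaction incubation of 16 min at room temperature · Controls – No-NADH positive control and DMSO neutral control · Signal – resorufin fluorescence 544/590 nm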
FLuc act counter – affects firefly luciferase, flagging false hits in luciferase stimulation screens; activation factor at 10 µM; ATPlite luciferase biochemical, luminescence, 10 min; 0 = ATP-free wells, 1 = DMSO control; P08659; 200,000 tested, under 10 active;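 active = luciferase activation factor, scaled between plate controls, of at least 2 with compound at 10 µM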
Target sequence (P08659 whole entry, looked up): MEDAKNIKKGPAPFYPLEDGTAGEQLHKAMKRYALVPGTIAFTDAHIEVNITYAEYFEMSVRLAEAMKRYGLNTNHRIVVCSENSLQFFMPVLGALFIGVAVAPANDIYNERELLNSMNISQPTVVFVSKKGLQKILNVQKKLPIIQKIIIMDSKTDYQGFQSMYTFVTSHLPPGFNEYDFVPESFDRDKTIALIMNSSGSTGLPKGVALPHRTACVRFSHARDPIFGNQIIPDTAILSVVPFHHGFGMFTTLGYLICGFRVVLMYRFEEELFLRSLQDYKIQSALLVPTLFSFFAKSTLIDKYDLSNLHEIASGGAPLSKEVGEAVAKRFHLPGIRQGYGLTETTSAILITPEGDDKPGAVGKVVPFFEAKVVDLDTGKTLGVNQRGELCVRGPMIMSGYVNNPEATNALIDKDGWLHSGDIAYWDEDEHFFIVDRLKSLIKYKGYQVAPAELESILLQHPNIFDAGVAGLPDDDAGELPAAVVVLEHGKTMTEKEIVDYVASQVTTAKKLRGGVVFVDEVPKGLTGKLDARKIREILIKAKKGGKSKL
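assay system = Luciferase/luciferin detection reagent, cell-free biochemical luciferase assay | also added = ATP substrate | times = 10 min post-reagent at room temperature | measured by = luminescence from luciferase reaction | measure = luciferase activation, seen as luminescence increase over controls | benchmarks = low control with PBS replacing ATP, high control enzyme plus ATP without compound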
TNAP act hiacc – TNAP (human) activation, high acceptor | P05186 | purified TNAP, CDP-star luminescence, 1 M DEA, 30 min; stronger effect = higher value; 0 = EDTA background, 1 = DMSO-only activity | activation factor at 20 µM | 200,000 tested, under 10 active | AID 1136;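 active = activation factor at least 2 at 20 µM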
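Assay system: human TNAP; Input: enzyme diluted 1/800 final; Reagent: CDP-star luminogenic substrate at 100 µM final; Timing: 30 min, room temperature; Signal: luminescence; Evaluation: TNAP activation factor scaled between EDTA and DMSO control wells.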
PMI activator – activators of human phosphomannose isomerase; P34949; purified human PMI, coupled resazurin fluorescence, 20 min; stronger effect = higher value; 1 = vehicle control, 0 substrate-free wells; activation factor at 20 µM; 190,000 tested, 0.005% active; AID 1214;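 active = activation factor of 2 or more at 20 µM, relative to plate controls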
* hit, by the source's call; . = not tested or not shown.

Each structure is followed by: G6PDH counter	TNAP inh hi DEA	Efa HMGR inh	Diaph act CS	PMI act hi M6P	TNAP inh noacc	Diaph inh CS	FLuc act counter	TNAP act hiacc	PMI activator
COc1ccccc1NC(=O)Cc1noc(CSc2cccc[n+]2[O-])n1
  6	-7	-1	1	1.1	-6	0	1.1	1.1	1
CC1=CN2C(=NC(=O)CC2(C)C(=O)N(CC(=O)NC2CCCC2)c2ccccc2C)C=C1 (stereo not drawn)
  8	2	-8	0.9	0.9	-2	6	1	1	0.9
Cc1cccc(N2CCN(C(=O)CCCn3c(=S)[nH]c4cc5c(cc4c3=O)OCO5)CC2)c1C
  -2	-2	-6	0.8	0.9	-7	19	1	1	0.9
COc1ccc(NC(=O)Cn2nc(C(F)(F)F)c3c2CCCC3)c(OC)c1
  -4	-3	-2	0.8	0.8	-11	19	1.1	1	0.8
CCOc1cccc2c1OC1(C)CC2NC(=O)N1Cc1ccccc1 (stereo not drawn)
  5	0	0	0.9	1	-15	7	1.1	1	1
O=C(O)c1ccc(NC(=O)c2cn(-c3ccccc3)nc2-c2ccc(Cl)cc2)cc1
  2	-6	0	0.7	0.9	-11	27	1	1.1	0.9
CC(=O)c1cc(CN2CCC(N3CCC(C(=O)N4CCCC4)CC3)CC2)cs1
  9	-2	-6	.	.	-4	.	1	1	.
c1ccc(-n2cnc3ccccc32)cc1
  -2	-5	-7	1	1	-14	4	0.9	1.1	1
COc1cccc(C(=O)NCCC2=CCCCC2)c1
  11	-6	2	0.9	0.9	-6	12	0.7	1.1	0.9
CSc1ccccc1NC(=O)Nc1cccc(Cl)c1Cl
  2	-9	-4	1	1.1	-19	4	1	1.1	1.1
CC(Cc1cccs1)NC(=O)c1cccs1 (stereo not drawn)
  7	-1	-8	0.9	1	-8	6	1	1	1
C=CCN(C(=O)c1ccccc1)c1ccc(OC)cc1
  0	-1	0	0.8	0.9	-5	16	1	1	0.8
COc1ccc(C(=O)CCC(=O)N2CCN(c3ccc(N4CCOCC4)nn3)CC2)cc1
  4	-5	-5	1.1	1	19	-12	1	1	1.1
O=C(CN1CCN(c2ccccc2)CC1)N/N=C/c1cccc(F)c1
  2	-3	-2	0.9	1	-5	11	1	1	1
Cc1cc(OC(=O)c2ccco2)c2c(C)cc(=O)oc2c1
  -13	-5	-4	0.9	0.9	-14	12	1.1	1	0.9

Three entries already listed, sorted by the number in TNAP inh hi DEA, falling.
canonical_smiles | TNAP inh hi DEA | Efa HMGR inh | PMI act hi M6P | TNAP inh noacc | TNAP act hiacc | PMI activator
CC1=CN2C(=NC(=O)CC2(C)C(=O)N(CC(=O)NC2CCCC2)c2ccccc2C)C=C1 (stereo not drawn) | 2 | -8 | 0.9 | -2 | 1 | 0.9
CCOc1cccc2c1OC1(C)CC2NC(=O)N1Cc1ccccc1 (stereo not drawn) | 0 | 0 | 1 | -15 | 1 | 1
COc1ccc(C(=O)CCC(=O)N2CCN(c3ccc(N4CCOCC4)nn3)CC2)cc1 | -5 | -5 | 1 | 19 | 1 | 1.1

Back to the main list, starting 2 compounds before the break.
Each structure is followed by: G6PDH counter	TNAP inh hi DEA	Efa HMGR inh	Diaph act CS	PMI act hi M6P	TNAP inh noacc	Diaph inh CS	FLuc act counter	TNAP act hiacc	PMI activator
O=C(CN1CCN(c2ccccc2)CC1)N/N=C/c1cccc(F)c1
  2	-3	-2	0.9	1	-5	11	1	1	1
Cc1cc(OC(=O)c2ccco2)c2c(C)cc(=O)oc2c1
  -13	-5	-4	0.9	0.9	-14	12	1.1	1	0.9
COC(=O)c1[nH]c2cc(OC)ccc2c1NC(=O)CCN1CCSCC1
  8	-5	-3	1	1	9	1	1.1	1.1	1
CC(=O)n1cc([C@H]2C=C(C(=O)N3CCOCC3)O[C@@H](OCc3ccc(CO)cc3)C2)c2ccccc21
  13	-6	-5	1	1	-5	-1	1	1.1	1
CCn1c(SCC(=O)NCc2ccc(F)cc2)nc2c(c1=O)SC(C)C2 (stereo not drawn)
  4	-3	0	0.9	1	4	8	1.1	1	1
Cc1cc(C)c(NC(=O)C(C)c2cccc(C(=O)c3ccccc3)c2)c(C)c1 (stereo not drawn)
  3	2	-8	0.8	0.9	-8	15	1	1	0.8
O=S1(=O)CCN(OCc2ccc(F)cc2Cl)CC1
  -2	-7	3	0.9	1	-16	8	1	1.1	1
COc1ccc(CCNC(=O)Cn2cnc3c(cnn3-c3ccccc3Cl)c2=O)cc1OC
  8	-2	0	0.9	0.9	1	10	1.1	1	1
CCN(CC)C(=O)NC(c1ccc(C)c(F)c1)C(Cl)(Cl)Cl (stereo not drawn)
  13	4	-1	1	1.1	-6	1	1	1	1
COc1ccc(-n2cc(CN(C)Cc3n[nH]c(=O)[nH]3)c(-c3cccc(F)c3)n2)cc1
  20	-2	0	0.9	0.9	-20	12	1	1	0.9
CCN(CC)S(=O)(=O)c1cc(C(=O)Nc2ccccc2C(=O)O)ccc1OC
  7	-8	-3	0.7	0.8	-3	32	0.4	1.1	1
CCN(CC(=O)Nc1ccc(NC(C)=O)cc1)CC(=O)Nc1ccc(F)c(Cl)c1
  4	-5	0	0.8	0.9	-19	22	1	1.1	0.9
CN(C)N=C1c2cc(S(=O)(=O)N3CCOCC3)ccc2-c2ccc(S(=O)(=O)N3CCOCC3)cc21
  6	11	3	0.8	0.9	9	24	1	0.9	0.7
CCN(N=O)[C@@H](Cc1ccccc1)CN(N=O)[C@@H](Cc1ccccc1)CN(C)N=O
  7	-7	-2	0.7	0.9	-11	31	1.1	1.1	0.9
CC1(C)CC(NC(=O)C(F)(F)F)CC(C)(C)N1OC(=O)c1ccco1
  3	-5	3	0.9	1	-3	7	1.1	1.1	1
CC(N=Cc1cccc(O)c1O)c1ccccc1 (stereo not drawn)
  52*	3	-3	0.5	0.6	11	51*	1	1	0.5
COC(=O)CC(NS(=O)(=O)c1cccs1)c1ccccc1Cl (stereo not drawn)
  36	0	1	1	1	-1	0	1	1	0.9
CC1CCN(S(=O)(=O)c2ccc3[nH]c(=O)cc(C(=O)O)c3c2)CC1
  -4	-3	0	0.8	1	-13	18	1	1	1
CN(C)C(CNc1ncnc2sccc12)c1ccccc1 (stereo not drawn)
  12	-5	0	1.1	1.1	4	-12	1	1.1	1.1
CCCOc1ccc(Br)cc1/C=N/O
  4	-2	-6	1	0.9	-8	4	1	1	0.9
S=C(NCc1ccco1)N1CCN(Cc2ccc(Cl)cc2Cl)CC1
  4	-3	0	0.8	0.9	-9	22	1.1	1	0.9
Cc1ccc(CNC(=O)COc2ccc(C)nc2[N+](=O)[O-])cc1
  2	1	-9	1.1	1	-4	-7	1	1	1.1
CCN(CC)C(=O)COc1ccc(CC(=O)O)cc1OC
  0	-2	0	0.9	1	-10	9	1	1	1.1
COc1cccc(C(=O)Cn2c(=O)n(CCC(=O)NCC3CCCO3)c(=O)c3cc(OC)c(OC)cc32)c1 (stereo not drawn)
  4	-3	-4	0.8	1	-14	22	1.1	1	1
O=S1(=O)N=C(Nc2ccc(S(=O)(=O)N3CCCCC3)cc2)c2ccccc21
  11	-9	-3	1	1	-3	1	1.1	1.1	1.1
Cc1nc2ccccc2c(=O)n1NC(=O)c1cccc([N+](=O)[O-])c1
  4	1	1	1	1	-6	2	1	1	1
CCn1c2ccccc2c2cc(NC(=O)Cc3ccc(S(=O)(=O)N4CCOCC4)s3)ccc21
  -2	-4	-4	0.9	1.1	-2	11	1.1	1	1
O=C(O)C(c1ccccc1)N1CCCC1 (stereo not drawn)
  3	0	-1	1	1.2	-9	3	1	1	1.2
C=CCn1c(=O)c2c(nc3n2CC(C)CN3c2cccc(OC)c2)n(C)c1=O (stereo not drawn)
  0	-1	-2	0.9	1	-4	13	1	1	1
CCOC(=O)C(C)Sc1ccc2nnc(CCNS(=O)(=O)c3ccccc3)n2n1 (stereo not drawn)
  -1	-5	0	0.9	1	-16	5	1	1	1.1
COc1ccc(OC)c(NC(=O)C(=O)N/N=C/c2ccccc2[N+](=O)[O-])c1
  -1	4	1	1.1	1.1	-2	-10	0.9	1	1
COc1ccc(Nc2ncnc3c2cnn3Cc2ccc(C)cc2)cc1
  2	-1	-3	0.8	0.9	-4	17	1	1	0.8
Cc1cc(NC2CCCCC2)nc(N2CCOCC2)n1
  9	-5	3	0.9	0.9	-7	12	1	1	1
O=C(C1CCN(S(=O)(=O)N2CCCCC2)CC1)N1CCCCC1
  0	-3	-2	1.1	1.2	-10	-15	1	1	1.1
Cc1ccccc1/C=C/c1nc2ccccc2c(=O)n1Cc1ccccc1
  -1	0	-2	0.8	0.8	1	22	1	1	0.8
CN(CC(=O)O/N=C(\N)c1ccc([N+](=O)[O-])cc1)S(=O)(=O)c1ccccc1
  0	-2	-4	0.7	1	-13	29	1	1	1
Cc1ccc(NCc2nnc(SCC#N)o2)c(C)c1
  19	-2	1	1	1	-7	4	1.1	1	1
Cc1csc(SCC(=O)Nc2sc3c(c2C#N)CCC3)n1
  -1	-1	1	0.8	1	-8	22	1.1	1	1
O=C(Cn1cnc2c(nnn2-c2ccccc2)c1=O)NCc1ccco1
  -20	-3	-3	0.9	0.9	-16	6	1.1	1	0.9
O=C1CCCc2ccccc2N1Cc1ccccc1
  9	-3	4	0.9	0.8	-12	8	1	1	0.9
Cn1c(Cc2ccccc2)nnc1SCC(=O)N1CCCCC1
  10	-1	-6	1	1	0	3	1.1	1	1.1
Cc1ccc(N(C(=O)c2ccco2)C2C=CS(=O)(=O)C2)cc1 (stereo not drawn)
  4	-4	-3	1	1	-2	2	1	1	0.9
CN(Cc1ccccc1)c1nc(CN2CCOCC2)nc2scc(-c3ccccc3)c12
  5	-1	0	0.8	0.9	-5	21	1	1	0.9
COc1ccccc1CSc1nc2ccccc2[nH]1
  -9	-4	1	0.7	0.8	-13	26	0.8	1	0.8
Cc1cc(OCC(=O)Nc2ccc(OCc3ccccc3)cc2)nc(C(C)C)n1
  16	-3	-6	0.9	1.1	-17	6	1.1	1	1
O=C(Nc1c(C(=O)Nc2cccc3ccccc23)cnn1-c1ccccc1)c1ccco1
  -2	6	-3	1	1.1	1	0	0.9	0.9	1.2
Cc1ccc(C(=O)NCc2cccs2)cc1S(=O)(=O)N1CCCCC1
  -10	6	-2	0.9	0.9	-5	10	1	0.9	0.9
Cc1cccc(CC2SC(N3CCN(c4ccccc4)CC3)=NC2=O)c1 (stereo not drawn)
  8	0	-1	0.9	1	-16	10	1	1	0.9

From PubChem
